# High-throughput results (PubChem)
# Rac1 act GTP bind = human Rac1 activated mutant GTP binding change; hit rate 0.11% among 190,000; percent activity (GTP binding), % at 10 µM; GST-Rac1 activated beads, fluorescent GTP binding, flow cytometry; actives lie on both sides; 100% means binding = to untreated wells; AID 764;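 active means GTP binding at least 20 percentage points away from the 100% baseline, in either direction, so actives lie on both sides; inconclusive means Compound likely fluorescent itself, or too few beads counted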
# HRas wt GTP = changes GTP binding to wildtype human HRas | P01112 | GST-Ras wt beads, Bodipy-FL-GTP binding, flow cytometry; actives lie on both sides | GTP binding activity, % at 10 µM | hit rate 0.14% among 190,000 | AID 759;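 active means GTP binding activity at least 20% away from the 100% baseline, either lowered as inhibitor or raised as activator; inconclusive means flagged as likely green fluorescent, judged across all proteins in the well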;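 further: 0% = unlabeled GTP competition control and 100% = no-compound control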
# Target sequence (P01112 whole entry, looked up): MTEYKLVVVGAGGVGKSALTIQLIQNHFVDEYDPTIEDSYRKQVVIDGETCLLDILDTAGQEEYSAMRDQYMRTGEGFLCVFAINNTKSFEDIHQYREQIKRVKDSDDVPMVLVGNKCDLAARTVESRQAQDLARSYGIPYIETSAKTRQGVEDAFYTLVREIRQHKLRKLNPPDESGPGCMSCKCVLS
# Rab2 wt GTP = changes GTP binding to wildtype dog Rab2A, up or down. GST-Rab2 wt beads, Bodipy-GTP binding, flow cytometry. GTP binding activity, % at 10 µM. P61105. hit rate 0.19% among 190,000;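 active means GTP binding activity at least 20 points away from 100%, either lowered or raised; inconclusive means signal likely due to the compound's own green fluorescence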;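 further: 0% = beads with excess unlabeled GTP and 100% = no-compound control corrected for plate trend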
# Pf gametocyte = inhibitors of late stage P. falciparum gametocyte viability | P. falciparum stage V gametocytes, ATP luminescence, 24 h | inhibition, % at 10.9 µM | hit rate 0.065% among 150,000 | AID 743093;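 active means inhibition above the mean plus 3 SD of compounds within the control limits, set per campaign, cut at about 38% in these data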;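 further: 0% = DMSO wells and 100% = medium only without gametocytes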
# Rab7 wt GTP bind = alters GTP binding to wildtype dog Rab7; AID 758; hit rate 0.055% among 190,000; GTP binding activity (percent of control), % at 10 µM; GST-Rab7 beads, fluorescent GTP binding, flow cytometry; actives lie on both sides; untreated = 100%, excess cold GTP = 0%;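 active means fluorescent GTP binding to Rab7 beads changed by at least 20 points from the 100% baseline, either direction, mostly lower; inconclusive means compound itself probably fluorescent, or too few beads counted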;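 further: median green fluorescence of bound Bodipy-FL-GTP per Rab7 bead population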
# Mcl1 Noxa PPI = Mcl-1/Noxa interaction inhibition; hit rate 1.5% among 220,000; AID 1022; TR-FRET Mcl-1/Noxa peptide binding, 2 h; inhibition, % at 21.7 µM;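 active means compounds that cut the protein-peptide binding signal by more than 50% relative to plate controls in a single-dose test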;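 further: His-tagged Mcl-1 with rhodamine Noxa BH3 peptide and terbium anti-His antibody; 0% = Mcl-1 plus Noxa peptide wells and 100% = peptide-only wells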
# Target sequence (Q07820 whole entry, looked up): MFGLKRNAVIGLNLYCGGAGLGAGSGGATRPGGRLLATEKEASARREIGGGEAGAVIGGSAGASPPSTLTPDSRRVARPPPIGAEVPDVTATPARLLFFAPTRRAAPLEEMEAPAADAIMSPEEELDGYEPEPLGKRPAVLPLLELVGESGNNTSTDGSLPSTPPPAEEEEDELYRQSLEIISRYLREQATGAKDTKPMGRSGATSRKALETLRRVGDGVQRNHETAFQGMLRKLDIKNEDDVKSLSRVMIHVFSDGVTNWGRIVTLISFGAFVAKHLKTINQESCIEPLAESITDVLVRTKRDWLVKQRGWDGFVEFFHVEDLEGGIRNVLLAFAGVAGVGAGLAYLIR
# Mcl1-Bid inh = Mcl-1/Bid interaction inhibition. TR-FRET Mcl-1/Bid-Dy647 peptide binding, 1536-well. hit rate 0.97% among 220,000. AID 1021. inhibition, % at 21.7 µM;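 active means compounds that cut the binding signal by more than half at the single screening dose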;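 further: His-tagged Mcl-1 with europium anti-His antibody binding Bid BH3 peptide; 0% = Mcl-1 plus peptide wells and 100% = peptide-only wells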
# Cdc42 wt = human Cdc42 wildtype GTP binding change, either direction. GST-Cdc42 beads, Bodipy-GTP binding, flow cytometry; actives lie on both sides. percent activity (GTP binding), % at 10 µM. hit rate 0.2% among 190,000. P60953;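 active means percent activity GTP binding at least 20 points away from the 100% baseline, either down as inhibitor or up as activator; inconclusive means compound flagged as likely green fluorescent from well-wide comparison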;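 further: median bead fluorescence of bound Bodipy-FL-GTP at 100 nM; 0% = excess unlabeled GTP control and 100% = no compound control; below 100% means less GTP binding so inhibitor and above means activator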
# RGS8-Gao reg = modulates binding of RGS8 to human Galphao. hit rate 0.34% among 220,000. response (percent of control binding), % at 10 µM. multiplexed bead flow cytometry; actives lie on both sides. P09471; in the data active means response below about 60% or above about 140%; inactive means in between;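 further: Galphao activated as the GDP aluminium fluoride complex binding bead-coupled RGS8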
# Target sequence (P09471 whole entry, looked up): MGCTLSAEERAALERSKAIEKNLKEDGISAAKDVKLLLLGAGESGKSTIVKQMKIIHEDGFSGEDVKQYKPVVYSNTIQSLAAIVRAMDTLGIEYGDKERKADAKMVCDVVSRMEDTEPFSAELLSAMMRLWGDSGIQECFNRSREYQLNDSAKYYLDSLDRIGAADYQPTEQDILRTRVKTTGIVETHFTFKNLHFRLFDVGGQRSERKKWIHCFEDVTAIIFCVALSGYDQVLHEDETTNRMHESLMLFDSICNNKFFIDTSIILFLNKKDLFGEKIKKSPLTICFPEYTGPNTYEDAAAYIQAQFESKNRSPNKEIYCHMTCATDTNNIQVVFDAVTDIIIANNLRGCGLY
# Mcl-1 Bim block = human Bim-Mcl-1 interaction inhibition; Bead-based flow cytometry, Bim peptide-Mcl-1 binding; AID 1009; hit rate 0.1% among 190,000; inhibition, % at 10 µM; in the data active means inhibition above about 40%;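 further: 0% = no compound tracer wells and 100% = peptide blocker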
# Rac1 wt modul = alters GTP binding to wildtype human Rac1; P63000; GST-Rac1 beads, fluorescent GTP binding, flow cytometry; actives lie on both sides; 0 = cold GTP competed, 100 = untreated; GTP binding activity (% of control), % at 10 µM; hit rate 0.27% among 190,000; AID 757;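 active means GTP binding activity at least 20 points away from the 100% control level, either lower or higher; inconclusive means compound flagged as likely green fluorescent, judged across all proteins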
# An asterisk follows results filed as active; u = inconclusive; x = no result given.
Structure	Rac1 act GTP bind	HRas wt GTP	Rab2 wt GTP	Pf gametocyte	Rab7 wt GTP bind	Mcl1 Noxa PPI	Mcl1-Bid inh	Cdc42 wt	RGS8-Gao reg	Mcl-1 Bim block	Rac1 wt modul
O=C(c1ccccc1Cl)N1CCC(O)(c2cccnc2)CC1	96	97	98	x	96	7	-14	100	101	3	103
CCOC(=O)CSc1nc2cc(OC)ccc2cc1C#N	99	104	102	-36	98	-82	16	104	99	0	102
O=C(N/N=C/c1ccc(O)cc1)c1cc(-c2ccc3c(c2)OCO3)n[nH]1	97	93	92	8	96	39	-16	99	101	-3	96
CC(C)N(c1nnc(N)s1)C(C)C	102	104	100	x	104	-2	-28	102	97	1	110
Cc1cc(C)c(N=C2CCCN2Cc2ccccc2)c(C#N)c1	98	100	101	x	103	11	3	100	101	2	103
COc1ccc(NC(=O)NNC(=O)c2ccccc2-n2cccc2)cc1OC	94	93	100	x	108	-1	-11	100	102	0	96
O=C(COC(=O)c1ccc2ccccc2c1)NCCCc1ccccc1	94	99	95	12	99	5	81*	98	99	-2	96
CC(=O)Nc1ccc(OC(=O)C(CCS(C)(=O)=O)N2C(=O)c3ccccc3C2=O)cc1 (stereo not given)	102	101	102	3	98	-9	-26	106	99	-6	105
CC1(C)C(c2cccs2)=[N+]([O-])C2(CCCCC/C2=N\O)N1O (stereo not given)	97	99	101	6	106	-8	57*	101	100	-1	107
Cc1cc(O)c(C(C)C)cc1NC(=O)c1ccccc1Cl	u	u	u	-15	u	-3	-24	u	100	-2	u
CCOc1ccc(S(=O)(=O)NCCC(=O)OCC(=O)c2ccc[nH]2)cc1	97	99	99	6	105	33	-34	99	96	-1	101
CC(C(=O)Nc1ccccc1C(=O)O)n1c(C(F)(F)F)nc2ccccc21 (stereo not given)	92	93	92	-31	94	9	4	93	95	4	92
CC(C)(C)C(=O)COC(=O)c1cc(-c2cccnc2)nc2ccccc12	93	95	96	-19	95	-5	-23	94	113	0	94
O=C1c2ccccc2C(=O)C1c1ccc(O)cc1	92	94	98	1	104	18	-15	98	100	-10	96
CC(=O)c1ccc(NC(=S)NNC(=O)NC2CCCCC2)cc1	95	100	98	-25	103	29	-33	97	100	-3	97
O=C(OCCN1CCOCC1)c1ccc(OCCN2CCOCC2)cc1	98	100	102	-1	101	17	16	99	101	-1	97
CC1CN(C(=O)c2ccc(CNS(=O)(=O)c3cccc(C(F)(F)F)c3)cc2)CC(C)O1 (stereo not given)	96	99	97	x	95	2	-8	96	100	0	100
CC(=O)Nc1ccc(NC(=O)CCC(=O)OCC(=O)c2cccc([N+](=O)[O-])c2)cc1	94	103	101	-12	106	5	-19	101	104	0	101
CCOc1ccc(CCNS(=O)(=O)c2c(C)n[nH]c2C)cc1OCC	98	99	99	x	96	-8	-37	107	100	-2	105
Cn1c(=O)c2cc(S(=O)(=O)NCCC(=O)NCc3ccccc3Cl)ccc2n(C)c1=O	85	68*	64*	-6	91	-10	-69	68*	102	13	89
O=C(/C=C/c1c(Cl)nc2ccccn12)N1CCN(c2ccc(F)cc2)CC1	94	95	93	10	93	22	-8	93	98	4	96
Cc1ccc(NC(=O)/C(C#N)=C/c2ccccc2C(F)(F)F)cc1	103	102	101	14	103	-2	-26	104	104	0	106
Cc1ccccc1-c1nc(CN2CCC(C(=O)NCCCN3CCCC3)CC2)c(C)o1	99	101	99	13	100	15	-11	100	99	0	99
COCCNC(=S)N1CCN(S(C)(=O)=O)CC1	98	97	98	-3	102	5	-39	96	106	1	100
Fc1ccc(-n2c(Cc3ccccc3)nnc2SCc2nc(-c3cccs3)no2)cc1	97	101	100	x	103	11	6	98	95	0	102
Cn1/c(=N\NC(=O)c2ccccc2Cl)sc2ccccc21	94	98	98	18	97	17	1	94	103	-3	100
C=CCn1c(C(CCCC)CC(C)O)n[nH]c1=S (stereo not given)	98	100	100	x	97	23	-13	98	67	-10	98
CCN(CC)CCNC(=O)COc1ccc(Cl)cc1Cl	100	102	100	x	98	4	-2	105	103	-2	103
Cc1ccc(-n2nnnc2SCC(=O)NC2CCCc3ccccc32)c(C)c1 (stereo not given)	100	103	103	-12	104	4	-2	102	103	-5	105
COc1ccc(NC(=O)C2CCN(C(=O)Cc3ccccc3)CC2)cc1OC	96	96	96	-1	96	-4	5	95	115	-1	98
OC(CNCc1ccccc1)(c1ccc(F)cc1)c1ccc(F)cc1	95	97	96	-10	95	7	-22	97	104	1	96
O=S(=O)(c1ccccc1)N1CCC(O)(CSc2ccc(Cl)cc2)CC1	96	99	97	x	97	-2	-11	100	103	0	98
CCOc1ccccc1NC(=O)CSc1nc(N)c(C#N)cc1C#N	97	100	95	-24	100	-4	-20	102	101	-4	106
CCN1C(=O)C(Cc2nc3ccccc3c(=O)n2C)c2ccccc21 (stereo not given)	102	105	104	11	108	0	-10	105	93	-8	109
Cc1ccc2cc(-c3noc(C4CCCO4)n3)c(=O)[nH]c2c1 (stereo not given)	100	98	97	x	98	-3	-4	98	98	-1	101
CN=C1SC(CC(=O)Nc2sc3c(c2C#N)CCCC3)C(=O)N1C (stereo not given)	100	99	99	x	96	3	-13	101	98	-6	104
O=C(NNC(=O)C1CC1c1ccccc1)Nc1ccccc1 (stereo not given)	99	100	102	-16	98	-7	-3	103	104	-4	105
COCCNC(=O)/C(C#N)=C1\N=C(N)c2ccccc21	99	99	99	-7	101	9	-4	98	82	0	101
COc1ccc(CCN2C(=O)CC(C(C)c3ccccc3)C2=O)cc1OC (stereo not given)	97	98	96	-11	95	-1	-3	96	109	-24	97
CCSC1=C(C#N)C(=O)n2c1cc1c2CCCC1	94	99	98	x	97	27	-67	97	101	0	96
COc1cccc(C(=O)Oc2cc(C)[nH]c(=O)c2[N+](=O)[O-])c1	96	98	101	-3	103	5	9	100	103	-1	102
COCC1CCCN(Cc2cn(-c3ccccc3)nc2-c2ccc3c(c2)OCO3)C1 (stereo not given)	98	98	96	5	95	-20	-29	100	103	2	106
O=S(=O)(c1ccccc1)n1cc(-c2ccccn2)c(N2CCOCC2)n1	98	102	103	8	98	-1	-22	102	99	-1	101
Cc1ccc(Cl)cc1N1CCN(S(=O)(=O)c2cccc(S(=O)(=O)N3CCCC3)c2)CC1	96	100	96	-39	100	0	16	97	99	-1	101
Cc1ccc(NC(=O)c2ccc(OC(=O)C(C)Oc3ccc(Cl)cc3C)cc2)cc1 (stereo not given)	102	104	103	5	104	7	-22	105	100	0	107
O=c1n(Cc2ccccc2F)c2ccccc2n1Cc1ccccc1F	101	101	102	x	97	11	0	102	100	0	104
CCCN1CNC(=S)N(c2ccccc2OC)C1	100	101	100	-10	100	9	-41	101	98	-3	103
CCC(=O)N(C)CCc1cc2c(c(OC)c1/C=N/NC(=O)c1ccc(Br)cc1)OCO2	99	99	99	-14	96	21	-1	98	103	-3	102
COC(=O)c1[nH]c2ccc(F)cc2c1NC(=O)CCN1CCN(C(=O)c2ccco2)CC1	102	103	103	x	103	3	-27	106	99	2	106
O=C1c2cccc3cccc(c23)C(=O)N1CCN1CCN(C(=S)Nc2ccc(F)cc2)CC1	99	101	99	x	95	13	1	97	99	-3	101
Cc1ccc(-c2c(C(=O)N(C)Cc3ccccc3)oc(=O)c3ccccc23)cc1	98	98	95	-6	103	7	0	97	91	-4	101
Cc1sc2ncn(CC(=O)NCc3ccco3)c(=O)c2c1-c1ccc(F)cc1	98	98	99	-2	96	6	-30	100	101	2	101
COc1cc(/C=C2\C(=O)N(c3ccc(S(N)(=O)=O)cc3)N=C2C)ccc1OC(=O)c1ccco1	98	99	101	-21	104	49	34	98	91	-8	102
COC(=O)CSc1ccc(S(=O)(=O)N2CCC(C)CC2)cc1[N+](=O)[O-]	99	101	99	x	99	20	2	101	105	-5	102
CC(C)CC(c1nnnn1CC1CCCO1)N1CCN(Cc2ccc3c(c2)OCO3)CC1 (stereo not given)	98	103	102	-4	102	24	8	105	95	-1	103
C=CCn1c(N)cc(=O)nc1SCC(=O)N1CCN(c2ccc(F)cc2)CC1	97	99	97	-4	99	9	-33	101	98	-1	97
CC(C)(C)c1ccc(C(=O)Nc2ncn[nH]2)cc1	85	90	89	10	101	-12	-17	86	105	0	88
C/C(CC(=O)Nc1ccc(C)c(Cl)c1)=N\NC(=O)c1ccco1	94	95	97	x	96	-4	0	96	97	0	96
O=C(NNC(=S)NC1CCCCC1)c1cccc(S(=O)(=O)Nc2ccccc2Cl)c1	93	94	92	-3	96	-11	-104	95	103	-4	93
O=C(COC(=O)CCc1ccc(S(=O)(=O)N2CCOCC2)cc1)NC1CCCCCC1	99	101	99	13	96	4	-22	102	95	-1	105

# Carrying on:
Structure	Rac1 act GTP bind	HRas wt GTP	Rab2 wt GTP	Pf gametocyte	Rab7 wt GTP bind	Mcl1 Noxa PPI	Mcl1-Bid inh	Cdc42 wt	RGS8-Gao reg	Mcl-1 Bim block	Rac1 wt modul
CN(C)CCOCCOc1ccccc1-c1ccccc1	101	102	102	x	99	5	48	104	104	-2	104
O=C(c1ccco1)N1CCN(S(=O)(=O)c2ccc([N+](=O)[O-])cc2)CC1	95	94	96	-21	91	9	5	95	103	3	99
CCC(C(=O)Nc1ncc(C)s1)c1ccccc1 (stereo not given)	96	96	97	-5	94	6	4	97	101	0	97
Cc1ccc(Nc2c(-c3ccc(N4CCOCC4)cc3)nc3ncccn23)c(C)c1	101	104	104	x	99	28	22	99	104	1	111
CN1CCCCCC1=Nc1ccccc1C#N	94	99	96	x	97	28	25	97	101	-4	94
O=[N+]([O-])c1cc(Br)c(O)c(C=Nc2ccc(N3CCOCC3)cc2)c1	84	88	87	-11	97	35	-47	79*	100	2	84
Cc1nnc(SCC(=O)Nc2sc3c(c2C(=O)c2ccccc2)CCCC3)s1	97	97	95	-33	96	28	-10	92	106	-4	96
Cc1cccc(C(=O)NCc2nnc(SCC(=O)NC(C)c3ccccc3)n2C)c1 (stereo not given)	103	103	101	8	101	7	5	102	92	-1	103
COc1ccccc1OCC(=O)Nc1nnc(-c2ccco2)s1	95	98	95	x	97	25	-65	95	97	1	98
O=C(NC1(C(F)(F)F)Oc2ccccc2O1)N1CCCC1	96	99	98	x	102	26	-18	99	101	2	98
